SW480 rerep – DNA re-replication induction in SW480 cells; actives 1.8% (n = 340,000); Potency, µM (series often up to 46.1 µM), for inactives: at the highest dose re-replication activation, most hits filed as activators; SW480 DNA re-replication, Hoechst DNA content imaging, 48 h; AID 624297; note: potency is the fitted concentration of half-maximal effect; % of control where 0% means no effect; nearly all actives have a fitted effect of over 55% in size
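Image-based DNA-content assay: after two days of treatment, nuclei were labelled with the DNA dye Hoechst and imaged, and hits were compounds raising the count of nuclei showing high fluorescence intensity.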
GLP-1R agonist – GLP-1 receptor (human) agonism; P43220; HEK293 GLP-1R CRE-luciferase, luminescence, 4-6 h; cells express a hypersensitive GLP-1R form; Potency, µM (doses to about 45.6 µM), inactives show at the top dose activation, actives largely listed as activators; actives 0.007% (n = 380,000); note: potency is the fitted concentration of half-maximal effect; % of control where 0% means no effect
Target sequence (P43220 whole entry, looked up): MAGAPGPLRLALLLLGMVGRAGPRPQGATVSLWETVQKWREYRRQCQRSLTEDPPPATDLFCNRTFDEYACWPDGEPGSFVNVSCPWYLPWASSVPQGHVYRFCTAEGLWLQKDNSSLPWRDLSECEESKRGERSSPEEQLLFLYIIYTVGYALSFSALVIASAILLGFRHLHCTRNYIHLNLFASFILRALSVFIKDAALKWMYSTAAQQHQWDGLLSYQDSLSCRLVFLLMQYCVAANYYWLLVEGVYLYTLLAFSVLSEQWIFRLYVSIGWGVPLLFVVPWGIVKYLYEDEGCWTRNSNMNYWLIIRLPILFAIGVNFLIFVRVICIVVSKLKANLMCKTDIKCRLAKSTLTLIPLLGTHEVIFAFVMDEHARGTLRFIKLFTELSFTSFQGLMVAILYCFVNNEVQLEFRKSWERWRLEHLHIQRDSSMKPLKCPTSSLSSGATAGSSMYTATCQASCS
KB-V1 cytotox – KB-V1 MDR subline cytotoxicity | actives 3.4% (n = 400,000) | KB-V1 MDR cells viability, CellTiter-Glo, 72 h | Potency, µM (doses to about 46.1 µM), for inactives: at the top dose activity change, negative = cytotoxicity, hits mostly cytotoxic; note: potency is the fitted concentration of half-maximal effect; % is set by controls: 0 for no effect and ±100 for the full control effect; nearly all actives have a fitted effect of over 60% in size
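Drug-selected KB-V1 cells, grown in DMEM lacking phenol red with 10% FBS, receive compound titrations; after three days at 37 degrees C, surviving cell ATP is quantified by CellTiter-Glo luminescence and responses normalized and curve-fitted.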
HT1080 IDH1KD tx – toxicity to HT-1080 IDH1 knockdown cells (counter line). AID 686971. actives 2% (n = 360,000). Potency, µM (series often up to 46.1 µM), for inactives: at the top dose activity, negative = toxicity, hits mostly cytotoxic. HT-1080 IDH1 knockdown viability, ATP luminescence, 48 h;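 note: potency is the fitted concentration of half-maximal effect; 0% = DMSO wells and -100% = cell-free medium wells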
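Assay cells: HT-1080 with IDH1 knockdown, 750 per well, RPMI/5% FBS. Exposure: 48 h at 37 °C following 2 h pre-incubation. Read: CellTiter-Glo luminescence; fitted concentration-response, curve class assigned.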
D3 antag – antagonists of human D3 dopamine receptor; P35462; D3R cells, DiscoveRx beta-arrestin luminescence, antagonist mode; stronger effect = lower value; max response, negative = inhibition, %; actives 2.5% (n = 360,000); in the data active = max response below about -50%; inconclusive = no clear call, values can overlap the other calls; note: % is set by controls: 0 for no effect and ±100 for the full control effect; mostly tested at two doses, the higher about 12 µM
Target sequence (P35462 whole entry, looked up): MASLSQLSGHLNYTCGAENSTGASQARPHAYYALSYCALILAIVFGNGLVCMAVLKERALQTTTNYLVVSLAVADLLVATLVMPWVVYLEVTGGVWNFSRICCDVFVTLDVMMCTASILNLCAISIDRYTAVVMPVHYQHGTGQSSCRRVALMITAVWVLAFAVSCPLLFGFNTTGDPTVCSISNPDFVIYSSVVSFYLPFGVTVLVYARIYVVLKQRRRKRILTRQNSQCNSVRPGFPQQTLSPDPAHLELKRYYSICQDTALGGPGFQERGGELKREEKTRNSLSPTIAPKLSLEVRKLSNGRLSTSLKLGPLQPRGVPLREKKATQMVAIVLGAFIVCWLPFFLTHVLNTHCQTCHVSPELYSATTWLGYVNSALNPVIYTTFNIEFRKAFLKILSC
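Cells plated overnight at 1500 cells/well, then exposed to library compounds with dopamine controls for 90 minutes at 37 degrees C. DiscoveRx reagent added for 30–60 minutes at room temperature; luminescence read, quantitative HTS format.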
IL1B secr inh – blocks inflammasome-driven IL-1 beta release. THP-1 LPS/ATP IL-1B secretion, AlphaLISA, 16 h; stronger effect = lower value. activity change, % at 57.5 µM. actives 4.7% (n = 360,000). AID 743279; in the data active = activity change below about -50%; inconclusive = mostly about -30% to -49%; note: % is set by controls: 0 for no effect and ±100 for the full control effect
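THP-1 cells pretreated 1 hr with compounds (up to 57.5 uM final), then stimulated with LPS (250 ng/mL final) plus ATP (1.25 mM final); secreted IL-1B measured by AlphaLISA after 16 hr, decreased signal indicating inhibition.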
DRD3 agonist – agonists of human D3 dopamine receptor | D3R DiscoveRx beta-arrestin cells, luminescence, 90 min | actives 0.58% (n = 410,000) | max activation, % | P35462; in the data active = max activation above about 30%; note: 0% is about no effect; mostly tested at two doses, the higher about 12 µM
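Agonist mode: compounds and dopamine controls were applied to plated cells for 90 min at 37 degrees C after an overnight attachment at 1500 cells/well. Luminescent read-out followed 30 - 60 minutes at room temperature with DiscoveRx detection reagent.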
HT1080NT lethal – kills 2HG-producing HT-1080-NT fibrosarcoma cells; HT-1080-NT fibrosarcoma viability, CellTiter-Glo ATP luminescence, 48 h; Potency, µM (doses to about 46.1 µM), inactives show top-dose activity, negative = less viability, usual class: cytotoxic; actives 1.6% (n = 360,000); AID 686970;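 note: NT is the 2HG producing partner of a matched IDH1 knockdown line; potency is the fitted concentration of half-maximal effect; 0% = DMSO-treated cells and -100% = media-only wells without cells; nearly all actives have a fitted effect of over 55% in size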
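A 48-hour cytotoxicity screen used HT-1080-NT cells plated 2 hours before compound delivery. ATP-based CellTiter-Glo luminescence measured viability, normalized to DMSO and no-cell controls.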
KB-3-1 tox – KB-3-1 parental cell cytotoxicity. KB-3-1 viability, CellTiter-Glo ATP luminescence, 72 h. Potency, µM (series often up to 46.1 µM), inactives show at the highest dose activity change, negative = cytotoxic, usual class: cytotoxic. actives 1.4% (n = 400,000). AID 1347075; note: potency is the fitted concentration of half-maximal effect; % is set by controls: 0 for no effect and ±100 for the full control effect; nearly all actives have a fitted effect of over 60% in size
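Luminescent ATP read-out (CellTiter-Glo) measures survival of drug-naive KB-3-1 cells after 72 h compound exposure at 37 °C. Titration series was screened from lowest to highest concentration, with DMSO vehicle plates as background controls.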
Starred values were filed as active, the others as inactive; i = inactive; ? = inconclusive; . = not tested or not shown; [ ] = another dose, or the depositor's remark. Unless noted, calls come from the whole dose curve; as a rule, active = well fitted curve in the direction sought with a large enough effect; inconclusive = small, poorly fitted or top-dose-only effect, or another doubt; inactive = no such curve, though single readings can be large; an effect the other way counts as inactive or inconclusive.

SMILES	SW480 rerep	GLP-1R agonist	KB-V1 cytotox	HT1080 IDH1KD tx	D3 antag	IL1B secr inh	DRD3 agonist	HT1080NT lethal	KB-3-1 tox
O=C(Nc1ccccc1C(=O)Nc1nncs1)c1ccccc1	-4%	10%	0%	-26%	15	7	15	-18%	0%
COc1ccc(CN(C(=O)c2snc(C(N)=O)c2N)C(CC(C)C)C(=O)NC2CCCCC2)cc1 (centres undefined)	22%	23%	-11%	?	10	-71*	4	-29%	-2%
COc1ccc(OC)c(N(/C(N)=N/c2nc(C)cc(C)n2)S(=O)(=O)c2ccc(NC(C)=O)cc2)c1	-1%	14%	?	7%	-6	0	1	-3%	14%
Nc1ccccc1-c1nnc(SCc2ccccc2F)[nH]c1=O	-1%	-19%	4%	2%	12	25	0	-3%	-23%
CSc1ccc(CN(C)C(=O)c2cc(S(=O)(=O)NCc3ccccc3)ccc2C)cc1	4%	-4%	?	?	13	?	-5	?	?
CCCCNC(=S)N(C)/N=C/c1ccccc1F	-6%	24%	15%	3%	13	-1	3	0%	14%
CC(C)NC(=O)Nc1cccc2c1O[C@H](CN(C)S(C)(=O)=O)[C@@H](C)CN([C@H](C)CO)C2=O	-25%	2%	0%	9%	3	20	-20	3%	0%
CCC(C)n1c(=O)c(C(=O)Nc2ccccc2S(N)(=O)=O)c(O)c2ccccc21 (centres undefined)	22%	-3%	?	?	4	-6	4	?	16µM*
O=C(Nc1ccc2c(c1)OCO2)c1cc2nc(C3CC3)cc(C(F)(F)F)n2n1	2%	-7%	10%	-8%	14	-1	20	10%	-3%
CC(=O)Nc1cccc(C(=O)Nc2ccccc2N2CCOCC2)c1	?	-2%	15µM*	?	39	13	7	?	16µM*
COc1ccc2c(c1)c1c(c(=O)n(-c3cccc(C)c3)c(=O)n1CC(=O)N1CCCC1)n2C	.	0%	0%	.	.	.	-6	.	-4%
O=C(COC(=O)c1ccc(F)cc1F)NC(=O)Nc1ccc2c(c1)OCCO2	-3%	8%	0%	8%	-14	-15	4	9%	0%

In a second layout: results already given.
Below each compound: SW480 rerep	GLP-1R agonist	KB-V1 cytotox	HT1080 IDH1KD tx	D3 antag	IL1B secr inh	DRD3 agonist	HT1080NT lethal	KB-3-1 tox
COc1ccc(OC)c(N(/C(N)=N/c2nc(C)cc(C)n2)S(=O)(=O)c2ccc(NC(C)=O)cc2)c1
→ -1%	14%	?	7%	-6	0	1	-3%	14%
Nc1ccccc1-c1nnc(SCc2ccccc2F)[nH]c1=O
→ -1%	-19%	4%	2%	12	25	0	-3%	-23%
CSc1ccc(CN(C)C(=O)c2cc(S(=O)(=O)NCc3ccccc3)ccc2C)cc1
→ 4%	-4%	?	?	13	?	-5	?	?

(continued)
SMILES	SW480 rerep	GLP-1R agonist	KB-V1 cytotox	HT1080 IDH1KD tx	D3 antag	IL1B secr inh	DRD3 agonist	HT1080NT lethal	KB-3-1 tox
Cc1noc(C)c1COc1ccccc1C(=O)Nc1cccc(S(=O)(=O)N(C)C)c1	-6%	?	15µM*	10%	-18	-2	4	8%	2%
CCC(C(=O)Nc1cccc(S(=O)(=O)N(C)c2ccccc2)c1)c1ccccc1 (centres undefined)	13%	-3%	.	?	0	-1	-20	-13%	.
CCC1(c2ccc(F)cc2)NC(=O)N(CC(=O)N2CCN(C(=O)c3cccs3)CC2)C1=O (centres undefined)	0%	-7%	2%	5%	-23	5	8	4%	4%
Cc1cccc(-n2c(Cc3ccccc3)nnc2SCC(=O)N2CCOCC2)c1	-2%	3%	-1%	0%	2	29	1	5%	7%
O=C(NCC1CCCO1)c1ccc(NS(=O)(=O)c2cccc([N+](=O)[O-])c2)cc1 (centres undefined)	2%	-3%	30%	0%	-12	13	-2	0%	-11%
CCOC(=O)/C(=C\c1ccc(OC)c(OC)c1)C(=O)c1cccnc1	20%	4%	19%	-14%	-50*	-7	-18	-25%	4%
CC(=O)c1cccc(NC(=O)c2cccc3ccccc23)c1	-18%	8%	21%	3%	1	1	5	2%	4%
O=S(=O)(c1ccccc1)c1nc(-c2cccs2)oc1NCC1CCCO1 (centres undefined)	3%	26%	?	0%	-21	-20	-2	-1%	-2%
O=C(c1ccc2c(c1)OCO2)N(c1ccc(F)cc1)C1C=CS(=O)(=O)C1 (centres undefined)	-5%	-7%	18%	-1%	5	20	6	8%	17%
COc1ccc(CC(=O)N2N=C(C)CC2(O)c2cccnc2)cc1OC (centres undefined)	-2%	-3%	?	12%	-24	-2	4	10%	7%
CCOc1ccc(NC(=O)CSC2=NCCN2)cc1	-2%	0%	-1%	0%	-6	-12	-6	1%	-13%
CCN(CC(=O)Nc1cc(Cl)ccc1C)C(=O)CN1C(=O)NC2(CCCC2)C1=O	-14%	-2%	-1%	0%	7	18	-1	4%	0%
COCCCn1c(=NC(C)=O)c(C#N)cc2c(=O)n3cccc(C)c3nc21	5.8µM*	0%	-24%	5%	11	.	14	20%	6%
Cn1cc(C(=O)C(=O)N2CCCc3ccccc32)c2ccccc21	?	-1%	?	?	-22	21	-11	?	?
CCCCCn1c(SCCN2CCOCC2)nc2c1c(=O)[nH]c(=O)n2C	-3%	2%	0%	-4%	?	14	-7	-6%	0%
C=CCSc1nc2sc3c(c2c(=O)n1-c1ccccc1)CCN(C)C3	3%	-1%	24%	-2%	-14	0	-3	-13%	-5%
Cc1ccc(CNC(=O)[C@H](Cc2ccccc2)NC(=O)C2CCNCC2)cc1	-4%	-1%	?	?	-10	-4	-6	0%	19%
CC1(C(=O)NCc2cccnc2)Cc2c(-c3cccc(C(F)(F)F)c3)ccnc2O1 (centres undefined)	.	3%	?	?	10	68	-6	?	?
O=C(/C=C/c1ccc(OC(F)F)cc1)Nc1cccc(S(=O)(=O)NC2=NCCCCC2)c1	0%	-15%	?	-15%	-8	-81*	4	-5%	-13%
Cc1cc(N2CCN(c3ccccn3)CC2)n2cc(-c3ccccc3)nc2n1	-1%	0%	0%	-17%	56	-10	0	-5%	-4%
Cc1ccc(C(=O)Oc2ccccc2N2C(=O)C3CCCCC3C2=O)cc1 (centres undefined)	-9%	0%	-20%	-5%	4	27	3	-1%	2%
C/C(CC(=O)Nc1ccccc1[N+](=O)[O-])=N\NC(=O)COc1ccccc1C	-1%	3%	-18%	1%	-20	14	0	2%	-1%
O=C(CCN1CCN(Cc2ccccc2)CC1)NNC(=O)Cc1ccc(Cl)c(Cl)c1	?	2%	1%	-9%	8	-7	-3	-11%	?
COc1ccc(NC(=O)CCCN(C)S(=O)(=O)c2ccc(C)cc2)cc1	-108%[inhibitor]	-1%	?	-3%	-17	-6	-11	-3%	1%
COc1cccc(NC(=O)Nc2cccc(C(=O)O)c2)c1	3%	-3%	-14%	5%	0	13	5	6%	0%
COCCN1C(=O)c2cc(C(=O)Nc3ccc(OC)c(OC)c3)ccc2C1Nc1ccc(OC)c(OC)c1 (centres undefined)	-23%	12%	3%	4%	3	-5	0	5%	20%
CCOC(=O)N1CCC(N2C(=O)c3ccccc3C2Nc2cc(C(=O)OC)cc(C(=O)OC)c2)CC1 (centres undefined)	-4%	9%	1%	-12%	1	-30	0	-15%	7%
Cc1ccc(S(=O)(=O)N2CCN(CC(=O)N/N=C\C(Cl)=C\c3ccccc3)CC2)cc1	-19%	8%	-11%	5%	-25	-2	-9	17%	-27%
COc1ccc(F)c(CN2CCC(N3CCC(C(=O)N4CCOCC4)CC3)CC2)c1	-3%	0%	-16%	-2%	-8	13	0	0%	1%
Cc1cc(/C=N/NC(=O)c2cccs2)c(C)n1-c1cnccn1	3%	7%	0%	-1%	-2	0	7	4%	1%
O=C(O)CC12CC3CC(C1)CC(n1ncc(NCC4CCCO4)c(Cl)c1=O)(C3)C2 (centres undefined)	-3%	0%	-3%	-1%	-2	-5	2	4%	-6%
O=C(COC(=O)CNC(=O)c1cccc(F)c1)NCCC1=CCCCC1	-9%	2%	-1%	6%	18	4	6	8%	1%
Cc1cn(C2CC3OCC3O2)c(=O)[nH]c1=O (centres undefined)	-7%	-4%	28%	2%	4	4	-16	3%	1%
CCn1cc(CNC(=O)C2CCC(=O)N(CCc3cccc(F)c3)C2)cn1 (centres undefined)	-3%	2%	.	3%	-13	0	7	7%	.
CCSC1OC(C(COC(C)=O)OC(C)=O)C(OC(C)=O)C1NC(C)=S (centres undefined)	-4%	0%	-19%	25%	13	15	8	7%	10%
Nc1nnc(SCC(=O)NCc2ccc3c(c2)OCO3)s1	-4%	-16%	1%	9%[9.24 µM]	20	13	7	9%	24%
N[C@@H](Cc1ccccc1)C(=O)N1CCC(C(=O)N[C@@H](CCC(=O)O)C(=O)O)CC1	-10%	-6%	5%	0%	4	1	1	14%	-5%
Cc1ccccc1NC(=O)C1C2CCC(O2)C1C(=O)O (centres undefined)	-2%	-10%	0%	11%	i	23	3	-1%	-1%
Cc1ccc(S(=O)(=O)c2c(COC(=O)c3ccccc3Cl)c(-c3ccccc3)nn2C)cc1	21%	-4%	?	-2%	22	-4	3	-2%	-4%
CN(N)c1ccc2c(C(F)(F)F)cc(C(F)(F)F)nc2n1	-140%[inhibitor]	3%	8%	-1%	10	-5	-4	6%	-6%
O=C(OCC(=O)N1CCc2ccccc21)c1cccc(S(=O)(=O)N2CCCc3ccccc32)c1	-3%	-1%	-7%	-6%	1	26	3	-6%	1%
CC(OC(=O)Cn1cnc2c1c(=O)n(C)c(=O)n2C)C(=O)Nc1ccc(Cl)cc1 (centres undefined)	-562%[inhibitor]	3%	23%	-2%	12	-6	-6	2%	-8%
Cc1noc(C)c1S(=O)(=O)N1CCC(C(=O)NCCC2=CCCCC2)CC1	-4%	5%	0%	5%	12	65	2	0%	11%

Screens: PubChem BioAssay, National Center for Advancing Translational Sciences (NCATS)
